Screening data: PubChem BioAssay, several laboratories
cardiac RTF act – cardiac RTF calcium sensitization. P19429+P45379. IANBD-labeled TnC RTF fluorescence at EC20 calcium; 0% EC20 calcium, 100% full calcium. activation, % at 7.2 µM. 0.24% of 340,000 active;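 active means activation above the mean over all tested compounds plus 3 SD, cut at about 30% in these data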;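 further: rise in fluorescence read as greater calcium sensitivity of cardiac thin filaments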
Rtt109 Vps75 – inhibitors of Candida albicans Rtt109/Vps75 histone acetyltransferase; 0.16% of 330,000 active; AID 540336; Q5AAJ8; inhibition, % at 34.9 µM; purified Rtt109/Vps75, ThioGlo CoA-SH fluorescence, 4 h;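 active means inhibition of at least 50% in every replicate; inconclusive means best replicate reaches 50% inhibition but some replicates fall short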
Target sequence (Q5AAJ8 whole entry, looked up): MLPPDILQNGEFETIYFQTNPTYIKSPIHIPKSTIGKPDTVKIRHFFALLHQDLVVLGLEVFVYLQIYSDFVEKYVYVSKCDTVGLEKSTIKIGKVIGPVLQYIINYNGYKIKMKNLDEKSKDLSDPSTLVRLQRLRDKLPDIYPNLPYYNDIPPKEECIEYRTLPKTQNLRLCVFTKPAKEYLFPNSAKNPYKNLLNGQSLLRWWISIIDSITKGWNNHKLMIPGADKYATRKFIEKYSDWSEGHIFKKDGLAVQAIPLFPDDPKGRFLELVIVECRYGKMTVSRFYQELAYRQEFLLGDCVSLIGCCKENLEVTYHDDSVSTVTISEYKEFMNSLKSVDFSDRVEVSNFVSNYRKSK
CAL PDZ FP-1 – blocks peptide binding to the human CAL PDZ domain | Q9HD26 | purified CAL PDZ, TMR-peptide fluorescence polarization, 1 h | inhibition, % at 24.9 µM | 0.92% of 300,000 active | AID 602252;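 active means mean inhibition of at least 30% with at least half of replicates also reaching 30%; inconclusive means no clear call, values can overlap the other calls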;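 further: 0% = DMSO neutral control and 100% = excess unlabeled competitor peptide PRC23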
RTF Ca sens inh – cardiac RTF calcium desensitization; 0.12% of 340,000 active; inhibition, % at 7.15 µM; P19429+P45379; IANBD-labeled cardiac RTF, Ca2+ fluorescence; AID 493244;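 active means inhibition above the mean inhibition of all tested compounds plus 3 SD, cut at about 17% in these data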;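 further: assay run at fixed EC70 calcium of 1.6 mM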
DAGLB inhibitor – diacylglycerol lipase beta (human) inhibition. Q8NCG7. HEK293T DAGLB membrane lysate, EnzChek fluorogenic substrate. inhibition, % at 5.17 µM. 0.059% of 340,000 active. AID 504411; in the data active means inhibition above about 34%;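 further: 0% = enzyme with vehicle and 100% = wells lacking enzyme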
CAL PDZ FP-2 – blocks peptide binding to human CAL PDZ domain; inhibition, % at 20 µM; purified CAL PDZ, TMR-peptide fluorescence polarization, 1 h; Q9HD26; AID 504414; 0.02% of 330,000 active;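 active means highest replicate inhibition of at least 40%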;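 further: plate controls were DMSO neutral control wells for no effect and unlabeled competitor peptide control wells for full effect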
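System: tagged CAL PDZ domain. Schedule: 1 h room-temperature incubation prior to read. Signal: fluorescence polarization (mP). Measure: percent inhibition from loss of millipolarization.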
SR-BI uptake up – SR-BI HDL lipid transfer activation. CHO ldlA[mSR-BI] cells, DiI-HDL uptake fluorescence, 3 h; 100 = double the neutral-control signal. activation, % at 12.5 µM. 0.096% of 320,000 active. AID 504775;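 active means mean replicate activation of at least 60% and every replicate at or above 60%; inconclusive means mean or all-replicate condition met, but not both; inactive means mean below 60% and not all replicates reaching 60%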;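 further: 0% = median plate neutral-control signal and 100% = twice that signal; values of inactives mirror those of a sister screen read the other way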
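Material: SR-BI-overexpressing, LDLR-lacking CHO cells; schedule: compound exposure 3 h, 37 °C; reagent: DiI-labelled HDL at 10 µg/mL final; technique: bottom-read fluorescence, 550/595 nm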
PKA-R2B activ – activates the human PKA-R2B holoenzyme complex | P22694+P31323 | 0.079% of 340,000 active | PKA-R2B holoenzyme dissociation, Cy5-IP20 fluorescence polarization; R2B truncated from residue 108, S112A mutant; 0% DMSO only, 100% 113 µM cGMP | activation, % at 11.4 µM;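 active means activation above a cutoff set at the mean over all compounds plus 3 SD, cut at about 18% in these data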;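 further: higher means more holoenzyme dissociation and a rise in polarization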
Target sequence (P31323 whole entry, looked up, other chains not shown, the tested form may be a part): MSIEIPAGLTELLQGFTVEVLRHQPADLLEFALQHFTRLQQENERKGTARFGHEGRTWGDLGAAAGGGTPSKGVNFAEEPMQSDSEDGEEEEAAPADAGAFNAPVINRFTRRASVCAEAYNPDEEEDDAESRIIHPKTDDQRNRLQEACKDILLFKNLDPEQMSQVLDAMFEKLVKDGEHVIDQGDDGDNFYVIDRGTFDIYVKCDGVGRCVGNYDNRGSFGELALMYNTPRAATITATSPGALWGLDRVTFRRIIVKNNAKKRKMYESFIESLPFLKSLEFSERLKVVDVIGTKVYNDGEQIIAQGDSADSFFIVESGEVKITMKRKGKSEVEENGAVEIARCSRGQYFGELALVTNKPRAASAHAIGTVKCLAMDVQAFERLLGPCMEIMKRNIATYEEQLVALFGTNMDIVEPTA
Keap1-Nrf2 PPI – disrupts human Keap1 binding to Nrf2 peptide; AID 504523; Q14145; Keap1 Kelch-Nrf2 peptide fluorescence polarization, 1536-well; 0.15% of 340,000 active; inhibition, % at 9.4 µM; in the data active means inhibition above about 12%; inconclusive means no clear call, values can overlap the other calls; inactive means below about 7.3%;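 further: human Keap1 Kelch domain with fluorescein labeled Nrf2 9mer peptide probe; 0% = neutral control wells and 100% = peptide positive control; higher means more block of Keap1 binding to Nrf2 peptide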
LANA DNA inh – inhibitors of KSHV LANA C-terminal domain DNA binding; 0.078% of 340,000 active; AID 504423; inhibition, % at 9 µM; MBP-C-LANA/FAM-LBS DNA binding, fluorescence polarization;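 active means highest replicate inhibition at or above 60% at 9 µM, even if other replicates fall short; inactive means all replicates below 60% inhibition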;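 further: 0% = neutral control wells and 100% = 4 µM acridine orange control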
Numbers without * were called inactive; ? = inconclusive; . = not tested or not shown. Hits appear at their usual frequency (roughly 1.6% active in at least one column).

SMILES	cardiac RTF act	Rtt109 Vps75	CAL PDZ FP-1	RTF Ca sens inh	DAGLB inhibitor	CAL PDZ FP-2	SR-BI uptake up	PKA-R2B activ	Keap1-Nrf2 PPI	LANA DNA inh
COC(=O)c1c(NC(=O)/C=C/C(=O)O)sc(C)c1-c1ccc(C)cc1	0	5	1	-10	11	-0.9	7	3	4	-1.6
C[C@H](CO)N1C[C@H](C)[C@@H](CN(C)S(=O)(=O)c2ccc(F)cc2)Oc2c(NC(=O)Nc3ccc(C(F)(F)F)cc3)cccc2C1=O	0	-11	0	-6	-1	-0.1	-3	-10	6	-0.4
COc1ccc(S(=O)(=O)c2ccc(OCC3CO3)cc2)cc1 (centres undefined)	0	11	.	4	0	-1.1	8	7	-3	-0.1
COc1ccc(/C=N/N2CCN(C)CC2)cc1OC	-6	15	0	-7	1	-0.5	11	-16	-1	0.1
Cc1cc(=O)n2[nH]c(N)c(N=Nc3ccccc3)c2n1	8	20	-2	-11	4	-0.9	0	-7	2	-1.5
S=C(NCc1ccccc1)N/N=C/c1cccs1	-7	-2	2	4	-2	-1.4	9	-8	2	-1.2
Cc1onc(-c2ccccc2)c1C(=O)N/N=C(\N)COc1ccc(Cl)cc1	4	-21	-3	-9	1	-4.8	.	-4	-1	-0.4
O=C(NC1CCCCC1)c1ccc(COc2ccccc2)o1	-4	-3	-2	-4	-4	0.4	-2	-3	2	0.2
C=CCn1c(=O)/c(=C/c2cc(OC)c(OC)c(OC)c2)s/c1=C(/C#N)c1nc2ccccc2n1C	37*	-8	.	1	1	1.2	-1	-9	30*	29
CCOc1ccc(C(CC(=O)O)NC(=O)c2cccs2)cc1 (centres undefined)	-5	-8	0	1	0	0.0	16	-17	0	0.1
O=C(COc1ccc(-c2nnc(N3CCCCC3)c3ccccc23)cc1)N1CCCCC1	-8	10	-1	-1	3	-0.6	-15	2	-9	1.4
Cc1cc([N+](=O)[O-])nn1CC(=O)Nc1cccc2nonc12	0	-1	-3	-7	2	-0.5	-10	1	4	0.8
CCc1ccccc1NC(=O)CN1CCN(CC(=O)NCc2ccc(Cl)cc2)CC1	7	4	-3	-8	0	0.1	-1	1	-1	1.0
COc1ccc([C@@H]2CC=C(C(=O)O)[C@H](c3ccc(C)cc3)N2S(=O)(=O)c2ccc(C)cc2)cc1OC	-6	2	-10	-6	4	-0.1	13	-8	5	0.1
COCC(C)n1c(C)cc(C(=O)COC(=O)CN=C2NS(=O)(=O)c3ccccc32)c1C (centres undefined)	3	4	-4	-2	-1	-2.9	5	1	0	0.6
O=C(CCNS(=O)(=O)c1ccccc1)OCC(=O)c1ccc(Cl)cc1	-9	0	-5	-2	-1	-2.7	7	11	3	-2.3
COCCn1c(SCC#N)nnc1-c1ccc([N+](=O)[O-])cc1	16	-2	.	2	3	-1.0	22	-1	-5	0.6
O=C(CSc1nnc(CNc2ccc(F)cc2)n1CC1CCCO1)Nc1ccccc1 (centres undefined)	-5	0	-2	3	-4	-0.5	-2	2	0	-0.3
CC(C)c1ccccc1NC(=S)NC1CCN(Cc2ccccc2)CC1	0	3	-2	12	-4	-0.4	-1	3	-7	0.4
O=C(O)CCSc1nnc(SCC(=O)NC2CCS(=O)(=O)C2)s1 (centres undefined)	-2	-3	5	-2	-1	-0.2	11	5	-1	2.5

Arranged by the number under CAL PDZ FP-1 (high to low): 3 from the list above
smiles | CAL PDZ FP-1
S=C(NCc1ccccc1)N/N=C/c1cccs1 | 2
Cc1onc(-c2ccccc2)c1C(=O)N/N=C(\N)COc1ccc(Cl)cc1 | -3
O=C(CCNS(=O)(=O)c1ccccc1)OCC(=O)c1ccc(Cl)cc1 | -5

Other entries.
SMILES	cardiac RTF act	Rtt109 Vps75	CAL PDZ FP-1	RTF Ca sens inh	DAGLB inhibitor	CAL PDZ FP-2	SR-BI uptake up	PKA-R2B activ	Keap1-Nrf2 PPI	LANA DNA inh
CCCCCCCCNCCS(=O)(=O)NN1CCOCC1	-2	5	-4	2	-3	-0.3	21	-7	-5	-4.8
COCCCC1CCN(C(=O)C2CCC(=O)N(C3CCCC3)C2)CC1 (centres undefined)	-3	0	-1	-1	-4	-0.1	25	-5	-3	-2.2
CCN(CC)S(=O)(=O)c1ccc(N2CCOCC2)c(NC(=O)C2COc3ccccc3O2)c1 (centres undefined)	-2	8	-2	-7	-8	-0.3	-10	-11	-11	-3.8
S=C(N/N=C1\CCc2ccccc21)NC1CCCCC1	2	5	-3	-2	2	-2.9	-32	-7	-2	-2.9
C[C@H]1CNC(=O)C(=O)N1C[C@H](Cc1ccc(O)cc1)NC(=O)CC12CC3CC(CC(C3)C1)C2	6	3	0	2	-2	-0.5	8	13	-1	-0.2
CC(=O)N1CCN(c2ccc(C(N)=O)cc2[N+](=O)[O-])CC1	2	-2	-6	-5	1	-1.3	19	-8	2	1.4
COC(=O)c1c(NC(=O)Cc2ccccc2)sc(C)c1C	-8	1	4	-6	-7	-0.1	-24	-7	-5	-0.4
COC(=O)c1cccc(COC(=O)c2ccccc2NC(=O)c2ccco2)c1	2	3	.	11	-3	-1.8	-43	-15	-3	12
Cc1ccc(/C=[N+](\[O-])c2ccc(N(C)C)cc2)c2nsnc12	-4	.	4	-3	6	0.2	-16	-123	-4	-2.1
CC(C)CNC(=O)c1ccc2c(c1)C(=O)N(Cc1ccco1)C2=O	1	-4	-2	-2	0	-2.0	-2	-3	-4	9.6
O=C(CCSc1nc(-c2ccco2)cc(C(F)(F)F)n1)NCc1ccccn1	12	-15	-1	3	0	-0.8	.	8	-5	1.9
COc1ccc(NC(=O)N2CCN(CCC#N)CC2)cc1	8	-5	-3	-3	1	-5.0	2	12	-1	0.0
CCOc1ccc(NC(=O)NCc2cccn2C)cc1	-3	-2	-4	-10	-3	-0.7	-15	-5	-4	1.4
CN(c1ccc(OCC(=O)OCC(=O)NC2CCCC2)cc1)S(=O)(=O)c1ccc2ccccc2c1	-6	7	0	-9	-1	-1.4	20	-11	1	1.8
COc1ccc(N(CC(=O)N/N=C/c2ccc(N(C)C)cc2)S(=O)(=O)c2ccccc2)cc1	1	-2	-4	-2	4	2.4	-13	-3	-8	1.4
O=C(O)CNC(=O)C12CC3CC(CC(Cl)(C3)C1)C2	4	2	0	6	1	-2.4	11	3	2	-0.7
Clc1ccccc1OCCn1ccnc1	0	-7	-2	-9	-2	-0.2	7	3	-6	0.3
Nc1ccc(S(=O)(=O)c2cccc(N)c2)cc1	-1	8	-7	-3	2	0.3	14	9	-4	-1.2
CCOC(=O)/C=C/c1ccc2oc3ccccc3c(=O)c2c1	-3	0	0	-6	-2	0.6	19	-7	-2	0.1
O=Cc1cc(N=Nc2cccc(C(=O)O)c2)ccc1O	-4	18	-2	-1	5	-2.2	10	-7	-10	4.2
Cc1nc(N2CCCCC2)c2c(-c3cccs3)csc2n1	-4	-2	-4	0	-5	-2.5	-9	-3	-3	-1.1
NCCCC[C@H]1CNC(=O)C(=O)N1CCc1cc(C(F)(F)F)cc(C(F)(F)F)c1	-1	5	9	3	-1	-0.5	19	-2	4	-1.4
CC(=O)Nc1ccc2ccc3cccc4ccc1c2c34	2	-45	-1	-11	1	-0.1	-30	-6	-5	-0.5
O=C(CSc1nnc(CNC(=O)c2cccs2)o1)c1ccc(Cl)cc1	8	-2	-4	-8	1	0.8	2	-1	-5	0.0
CC(=O)c1ccc(N(CC(=O)NC2CCCC2)C(=O)CCC(=O)Nc2cc(C)on2)cc1	-6	6	-6	6	-2	-2.3	-10	-7	2	-2.0
CN(C)c1ccc(/C=C(/NC(=O)c2ccccc2Cl)C(=O)NCCN2CCOCC2)cc1	5	15	-2	-11	-3	-1.9	-8	0	-7	-4.0
Cn1cccc1C(=O)OCC(=O)NCCCc1ccccc1	0	2	.	-9	-2	0.1	-2	-6	-3	0.5
CCOC(=O)CSc1nnc(NC(=O)c2ccco2)s1	-6	-3	-3	-1	3	0.0	12	1	0	-0.6
COc1ccc(C(=O)C[n+]2cccc(C)c2C)cc1[N+](=O)[O-]	0	-5	-8	0	1	-2.9	9	-4	-1	1.0
Cc1ccc(C)c(NC(=O)CSc2ccc(S(=O)(=O)N3CCCC3)cn2)c1	3	-9	-1	-9	0	0.1	9	2	-7	-1.6
CCOC(=O)C1=C(COC(=O)C2CC(=O)N(CCc3ccccc3)C2)NC(=O)NC1C (centres undefined)	5	-10	.	-5	0	0.3	-12	17	-5	-0.6
CN(C)c1ccc(N/C=C/C(=O)c2ccco2)cc1	5	6	1	-34	9	1.1	-10	-18	-4	3.1
C=CCNc1nc(Cl)nc(Nc2cc(Cl)ccc2OC)n1	-5	4	1	-12	-2	.	-27	7	1	-0.9
Cc1ccc(S(=O)(=O)N(C)C)cc1NC(=O)CN1C(=O)NC2(CCCc3ccccc32)C1=O (centres undefined)	-2	8	-4	0	0	-0.7	-6	1	0	-1.4
O=C(CCC(=O)N1CCOCC1)c1ccc(F)cc1	1	-7	33*	-5	-2	-5.6	?	-1	2	-0.5
Cc1cc(Cl)ccc1NC(=O)/C=N/O	7	-7	-6	0	0	0.4	-2	-9	0	0.6
O=C1C=C(c2cccc(O)c2)C[C@@H](c2ccc(F)cc2)C1	-6	8	-3	-1	1	0.4	-13	-4	5	3.1
Cc1ccc(S(=O)(=O)Nc2cncnc2NS(=O)(=O)c2ccc(C)cc2)cc1	0	1	-5	1	-3	-1.8	3	-3	-2	-2.0
COc1cc(C)c(-c2[nH]ncc2-c2csc(C)n2)c(O)c1	-8	-7	-2	11	-1	-2.1	-9	-13	?	0.7
CC(C)CCN1CCN(Cc2cn[nH]c2C2CCCCC2)CC1CCO (centres undefined)	3	-3	8	-4	1	-0.4	.	2	-4	-0.8
O=C1C(Cl)=C(Nc2cccc(O)c2)C(=O)N1Cc1ccccc1	-7	13	-6	5	4	-1.0	16	-1	0	0.2
Cc1nc2ccccc2c(C(=O)O)c1-c1ccccn1	-3	-9	1	-10	1	-0.1	15	-8	1	-2.5
Cc1ccc(NC(=O)c2sc(=S)n(-c3cc(C)ccc3F)c2N)cc1	-1	10	0	1	-4	5.0	-21	-8	-3	0.0
CCn1cc(CN2CCC(n3nccc3NC(=O)C3CCCC3)CC2)cn1	-1	-1	5	-7	2	-0.8	23	3	0	1.5
COc1ccc(/C=N/Nc2nc3ccccc3o2)cc1O	-6	-2	0	-4	-1	-1.3	.	-10	-1	-0.3

CAL PDZ FP-1, what is marked active above
| molecule | Rtt109 Vps75 | CAL PDZ FP-1 | DAGLB inhibitor | CAL PDZ FP-2 | SR-BI uptake up | PKA-R2B activ | Keap1-Nrf2 PPI | LANA DNA inh |
| --- | --- | --- | --- | --- | --- | --- | --- | --- |
| O=C(CCC(=O)N1CCOCC1)c1ccc(F)cc1 | -7 | 33* | -2 | -5.6 | ? | -1 | 2 | -0.5 |
